NPYLR7 ag – agonists of mosquito NPYLR7 receptor, primary screen, cell-based, Aedes aegypti, calcium fluorescence, mosquito biting behavior; Aedes aegypti neuropeptide Y-like receptor 7 (NPYLR7); HEK293T NPYLR7/Galpha15, GCaMP6s calcium fluorescence; activation, % at 10 µM; 270,000 compounds, 0.15% hits; AID 1259423, 2018; in the data active = activation above about 40%;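 note: 0% = vehicle and 100% = reference agonist at the receptor; some compounds past the cut are filed as inactive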
hcGAS lum – Primary biochemical luminescence assay for human cyclic GMP-AMP synthase inhibitors. recombinant h-cGAS, ATP depletion, Kinase-Glo luminescence. Q8N884. 290,000 compounds, 0.081% hits. inhibition, % at 12.5 µM;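 note: 0% = vehicle reaction and 100% = reaction without DNA for no activity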
Target sequence (Q8N884 whole entry, looked up): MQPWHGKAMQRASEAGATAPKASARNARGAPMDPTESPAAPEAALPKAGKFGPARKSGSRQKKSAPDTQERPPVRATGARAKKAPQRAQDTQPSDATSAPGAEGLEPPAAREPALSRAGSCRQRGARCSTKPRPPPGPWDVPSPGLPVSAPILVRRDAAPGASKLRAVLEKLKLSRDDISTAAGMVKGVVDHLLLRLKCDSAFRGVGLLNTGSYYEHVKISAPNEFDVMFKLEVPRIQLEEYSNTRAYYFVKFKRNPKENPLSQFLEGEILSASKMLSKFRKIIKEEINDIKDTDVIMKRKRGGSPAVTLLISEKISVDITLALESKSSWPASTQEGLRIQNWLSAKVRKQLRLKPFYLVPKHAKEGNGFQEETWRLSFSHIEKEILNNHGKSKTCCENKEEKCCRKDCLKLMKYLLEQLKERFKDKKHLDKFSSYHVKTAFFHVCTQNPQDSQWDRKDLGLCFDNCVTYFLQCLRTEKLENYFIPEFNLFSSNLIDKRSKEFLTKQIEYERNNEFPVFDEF
mcGAS lum – cyclic GMP-AMP synthase inhibitors, mouse, primary biochemical chemiluminescence; Q8C6L5; recombinant cGAS, Kinase-Glo ATP depletion luminescence; inhibition, % at 12.5 µM; 160,000 compounds, 0.15% hits;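 note: 0% = negative control wells and 100% = reference inhibitor with no enzyme activity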
Active calls of the source: *; & = joins results of further samples. Cut-off read from the data, not from the text of the source, unless noted: active = inhibition above about 40%; inactive = the rest.

What do the screens show for `O=c1c(-c2ccc(Oc3ccccc3)cc2)[n+]([O-])c2ccccc2n1OCc1ccccc1F`?
NPYLR7 ag: -5; hcGAS lum: -4

Results for CC(CNC(=O)Nc1ccc(S(C)(=O)=O)nc1)N1CCCC1 (stereo unspecified) ?
NPYLR7 ag: 6; hcGAS lum: -8

Results for CN(Cc1nnc(C(C)(C)C)o1)C1CCCC1 ?
NPYLR7 ag: -4; hcGAS lum: -12

What do the screens show for `O=C(NC(c1ccc(Cl)cc1)c1cnccn1)C1CCN(Cc2c[nH]c3ccccc23)CC1` (stereo unspecified)?
NPYLR7 ag: -13; hcGAS lum: 2; mcGAS lum: 1

What do the screens show for `Cc1ccccc1-c1cn[nH]c1C1CCNCC1`?
NPYLR7 ag: 1&-1; hcGAS lum: -1&4

How did CCc1ccccc1NC(=O)Cn1nc(-c2cccs2)c2sc(N3CCOCC3)nc2c1=O do in these assays?
NPYLR7 ag: -4; hcGAS lum: 0; mcGAS lum: 3

What do the screens show for `CCC(=O)NC(C)c1sc(-c2ccccc2F)nc1C` (stereo unspecified)?
NPYLR7 ag: -9; hcGAS lum: 5

Results for Cc1cc(C)n(-c2cncc(N3CCCC(C(N)=O)C3)n2)n1 (stereo unspecified) ?
NPYLR7 ag: 7; hcGAS lum: -4

How did O=C(c1ccn[nH]1)N1N=C(C(F)F)CC1(O)C(F)F (stereo unspecified) do in these assays?
NPYLR7 ag: -1; hcGAS lum: -6

What do the screens show for `CN(Cc1nc2ccccc2c(=O)[nH]1)C(=O)CCc1cccs1`?
NPYLR7 ag: -4; hcGAS lum: 19

What do the screens show for `Cc1nc(NCCNC(=O)COc2ccc(Cl)cc2)cc(-n2cccn2)n1`?
NPYLR7 ag: -4; hcGAS lum: -2; mcGAS lum: -6

Results for COc1ccc2[nH]c3c(c2c1)CCN(C(=O)CCCCCCl)C3c1ccc(-c2ccccc2C(F)(F)F)o1 (stereo unspecified) ?
NPYLR7 ag: 6; hcGAS lum: -3; mcGAS lum: -4

What do the screens show for `O=C(CN1CCSC1=O)NC(c1ccccc1)c1cccs1` (stereo unspecified)?
NPYLR7 ag: -1; hcGAS lum: -11; mcGAS lum: -7

How did Cc1noc(C)c1S(=O)(=O)NCCN1CCCc2ccccc21 do in these assays?
NPYLR7 ag: 0; hcGAS lum: -8

Results for O=C(COCC1CCCCO1)NCc1cccnc1N1CCc2ccccc2C1 (stereo unspecified) ?
NPYLR7 ag: 8; hcGAS lum: -1

What do the screens show for `Cc1cc(C)cc(CNCc2ccc(CS(C)(=O)=O)cc2)c1`?
NPYLR7 ag: -1; hcGAS lum: -11; mcGAS lum: -14

What do the screens show for `CC(c1cccs1)N(C)C(=O)c1cccc(C#CC(C)(C)O)c1` (stereo unspecified)?
NPYLR7 ag: 15; hcGAS lum: -6

What do the screens show for `COc1cc2c(cc1OC)C(c1cccs1)N(CC(=O)Nc1ccccc1)CC2` (stereo unspecified)?
NPYLR7 ag: 14; hcGAS lum: -5

Results for COc1ccc(-c2cc(C3(CNc4ccc5c(c4)OCO5)CC3)ccn2)cn1 ?
NPYLR7 ag: 14; hcGAS lum: -7; mcGAS lum: -9

Results for FC(F)(F)c1cccc(Cc2c[nH]c(=S)s2)c1 ?
NPYLR7 ag: -6; hcGAS lum: 1

How did N#Cc1c(O)c2c(-c3ccccc3)csc2[nH]c1=O do in these assays?
NPYLR7 ag: -4; hcGAS lum: 13

How did O=C(NC1CCCc2ccccc21)c1cc2n(n1)CCN(Cc1c(Cl)cccc1Cl)C2=O (stereo unspecified) do in these assays?
hcGAS lum: -10; mcGAS lum: -7

Results for Cc1cccc2[nH]c(C3CCCN3Cc3ncccc3C(=O)O)nc12 (stereo unspecified) ?
NPYLR7 ag: -2; hcGAS lum: -2

Results for CCOC(=O)c1sc(-c2ccccc2)cc1NC(=O)CCl ?
NPYLR7 ag: -4; hcGAS lum: -4; mcGAS lum: -7

What do the screens show for `CCc1nnc(NC(=O)CSc2nc(=O)n(CCO)c3c2CCC3)s1`?
NPYLR7 ag: -7; hcGAS lum: -4; mcGAS lum: 5

What do the screens show for `C=CCn1c(SCc2ccc(C(=O)NCc3ccncc3)cc2)nnc1-c1ccco1`?
NPYLR7 ag: 9; hcGAS lum: -7; mcGAS lum: -6

What do the screens show for `COCc1[nH]n(-c2ccc(Cl)cc2)c(=O)c1C1=C(N2CCN(C)CC2)C(=O)N(c2ccccc2F)C1=O`?
NPYLR7 ag: 2; hcGAS lum: -4; mcGAS lum: -8

What do the screens show for `CSCCC(=O)NCc1cccnc1N(C)C1CCCCC1`?
NPYLR7 ag: 12; hcGAS lum: -6

What do the screens show for `C/C=C(\C)CN(Cc1ccncc1)Cc1ccc(F)cc1`?
NPYLR7 ag: 13; hcGAS lum: -1

How did CC(C)C(Cn1ccnc1)NC(=O)c1cc2n(n1)CCCN(C)C2 (stereo unspecified) do in these assays?
NPYLR7 ag: 0; hcGAS lum: -6; mcGAS lum: -11

Copied from the results shown (nine entries):
How did O=C(NC1CCCc2ccccc21)c1cc2n(n1)CCN(Cc1c(Cl)cccc1Cl)C2=O (stereo unspecified) do in these assays?
hcGAS lum: -10; mcGAS lum: -7

Results for Cc1cccc2[nH]c(C3CCCN3Cc3ncccc3C(=O)O)nc12 (stereo unspecified) ?
NPYLR7 ag: -2; hcGAS lum: -2

Results for CCOC(=O)c1sc(-c2ccccc2)cc1NC(=O)CCl ?
NPYLR7 ag: -4; hcGAS lum: -4; mcGAS lum: -7

What do the screens show for `CCc1nnc(NC(=O)CSc2nc(=O)n(CCO)c3c2CCC3)s1`?
NPYLR7 ag: -7; hcGAS lum: -4; mcGAS lum: 5

What do the screens show for `C=CCn1c(SCc2ccc(C(=O)NCc3ccncc3)cc2)nnc1-c1ccco1`?
NPYLR7 ag: 9; hcGAS lum: -7; mcGAS lum: -6

What do the screens show for `COCc1[nH]n(-c2ccc(Cl)cc2)c(=O)c1C1=C(N2CCN(C)CC2)C(=O)N(c2ccccc2F)C1=O`?
NPYLR7 ag: 2; hcGAS lum: -4; mcGAS lum: -8

What do the screens show for `CSCCC(=O)NCc1cccnc1N(C)C1CCCCC1`?
NPYLR7 ag: 12; hcGAS lum: -6

What do the screens show for `C/C=C(\C)CN(Cc1ccncc1)Cc1ccc(F)cc1`?
NPYLR7 ag: 13; hcGAS lum: -1

How did CC(C)C(Cn1ccnc1)NC(=O)c1cc2n(n1)CCCN(C)C2 (stereo unspecified) do in these assays?
NPYLR7 ag: 0; hcGAS lum: -6; mcGAS lum: -11

(cont.)
How did Cn1c(=O)c2c(nc3n2CC(C(C)(C)C)=NN3Cc2ccc(Cl)c(Cl)c2)n(C)c1=O do in these assays?
NPYLR7 ag: 1; hcGAS lum: 0; mcGAS lum: -1

How did Cc1cc(CS(=O)(=O)C(C)C(C)O)c2ccccc2n1 (stereo unspecified) do in these assays?
NPYLR7 ag: 10; hcGAS lum: -7

Results for O=C(NCC1CCCO1)c1coc(CN(Cc2ccc3c(c2)OCO3)Cc2cccc(Cl)c2Cl)n1 (stereo unspecified) ?
NPYLR7 ag: 18; hcGAS lum: -5; mcGAS lum: -6

Results for CCOC(=O)CCC(=O)Nc1ccc(C2SCC(=O)N2c2cc(C)ccc2F)cc1 (stereo unspecified) ?
NPYLR7 ag: 7; hcGAS lum: -6; mcGAS lum: -8

Results for O=C(NCc1ccccn1)c1nn(-c2cccc(Cl)c2)c(=O)n(Cc2ccccc2F)c1=O ?
NPYLR7 ag: -8; hcGAS lum: 0; mcGAS lum: -5

How did CC(C)Cc1nc(CN2C[C@H]3OC(=O)N(CCCN4CCOCC4)[C@H]3C2)no1 do in these assays?
NPYLR7 ag: 4; hcGAS lum: 0

How did CCN(CC)C(=O)Oc1ccc2c(ccn2Cc2cc(C)cc(C)c2)c1NC(=O)c1c(Cl)cccc1Cl do in these assays?
NPYLR7 ag: 5; hcGAS lum: -7; mcGAS lum: -7

What do the screens show for `O=C(O)c1ccccc1OCCC1CCCCC1`?
NPYLR7 ag: 4; hcGAS lum: 9; mcGAS lum: 0

Results for CCOC(=O)c1c(C)oc2ccc(OC(=O)COc3ccccc3)cc12 ?
NPYLR7 ag: -1; hcGAS lum: -4; mcGAS lum: 1

What do the screens show for `Cc1nccn1CCC1CCCCN1C(=O)Nc1ccc2c(c1)OCO2` (stereo unspecified)?
NPYLR7 ag: 6; hcGAS lum: -5; mcGAS lum: -12

What do the screens show for `CCC(C)NC(=O)c1ccc(Cl)c2cccnc12` (stereo unspecified)?
NPYLR7 ag: -3; hcGAS lum: -9

What do the screens show for `CCCCOc1ccc(C(=O)NCCN2CCn3cc(OC)c(=O)cc3C2=O)cc1`?
NPYLR7 ag: 11; hcGAS lum: 1

How did O=C(c1ccno1)N(CCCN1CCOCC1)c1nc2c(Cl)cccc2s1 do in these assays?
NPYLR7 ag: 0; hcGAS lum: 1

What do the screens show for `Cc1nnc2ccc(OCCNS(=O)(=O)c3cccc(C(F)(F)F)c3)nn12`?
NPYLR7 ag: 1; hcGAS lum: -8; mcGAS lum: -8

How did Cc1ccc(-c2cc(C(=O)NC3=NCCS3)n[nH]2)s1 do in these assays?
NPYLR7 ag: 5; hcGAS lum: -13

What do the screens show for `C=CCn1c(SCC(=O)Nc2ccc(O)cc2)nc2sc3c(c2c1=O)CCCC3`?
NPYLR7 ag: -7; hcGAS lum: -5

How did CN(C)C(=O)COc1ccc(NC(=O)CCN2C(=O)CSc3ccccc32)cc1 do in these assays?
NPYLR7 ag: 4; hcGAS lum: -13

Results for COCC1CCCN(C(=O)c2cc(COc3ccc(F)cc3Cl)on2)C1 (stereo unspecified) ?
NPYLR7 ag: 5; hcGAS lum: -6

What do the screens show for `Cc1ccc(C(C)C)c(OCC#CCCOn2nnc3ccccc32)c1`?
NPYLR7 ag: 31; hcGAS lum: -4

How did CN(C)CCN(C(=O)c1cccs1)c1nc2cc3c(cc2s1)OCO3 do in these assays?
NPYLR7 ag: 17; hcGAS lum: -4; mcGAS lum: -8

What do the screens show for `CCOC(=O)C1(CC2CCCCO2)CCN(C(=O)NCc2ccccc2)CC1` (stereo unspecified)?
NPYLR7 ag: 7; hcGAS lum: -9; mcGAS lum: -11

How did CC(=O)Oc1cccc(C(=O)N2CCC(c3nc(-c4ccc5c(c4)OCO5)no3)CC2)c1C do in these assays?
NPYLR7 ag: -5; hcGAS lum: -2; mcGAS lum: -5

How did Cc1nc(C(C)C)ncc1C(=O)N1[C@@H]2CC[C@H]1CNC(=O)C2 do in these assays?
NPYLR7 ag: -1; hcGAS lum: 1; mcGAS lum: -8

What do the screens show for `O=C(NC(c1ccc(F)cc1)c1cnccn1)C1CCN(Cc2ccc(Cl)cc2)CC1` (stereo unspecified)?
NPYLR7 ag: 10; hcGAS lum: -7; mcGAS lum: -3

Results for Cc1cccc2c1C(NC(=O)c1cnn3c1CCCC3)C(=O)N2 (stereo unspecified) ?
NPYLR7 ag: 6; hcGAS lum: 0

How did COc1ccccc1NCN1C(=O)c2cc(Cl)c(Cl)cc2C1=O do in these assays?
NPYLR7 ag: 11; hcGAS lum: -1

Results for COc1ccccc1C(=O)Nc1c(C)nc2ccc(C)cn2c1=O ?
NPYLR7 ag: 5; hcGAS lum: -17

Results for CC(C)c1nccn1C(C)C(=O)N1CCC(CCC(=O)N(C)Cc2ccccc2)CC1 (stereo unspecified) ?
NPYLR7 ag: 3; hcGAS lum: -9

Results for O=C(CCCl)NCCc1c[nH]c2ccccc12 ?
NPYLR7 ag: 10; hcGAS lum: -8

What do the screens show for `CCCCSc1nnc2c(n1)OC(C)(CC)Nc1ccccc1-2` (stereo unspecified)?
NPYLR7 ag: 1; hcGAS lum: 5; mcGAS lum: -2

What do the screens show for `Cc1cc(C(=O)N(CCN(C)C)c2nc3ccc(Cl)cc3s2)n(C)n1`?
NPYLR7 ag: 5; hcGAS lum: -2; mcGAS lum: -5

Results for O=C(Nc1nnc(-c2cc3ccccc3o2)o1)C1CC1 ?
NPYLR7 ag: 8; hcGAS lum: -2

Results for COc1ccc(CN2CCN(C3CCN(C(C)C)CC3)C(CCO)C2)c(Cl)c1OC (stereo unspecified) ?
NPYLR7 ag: 13; hcGAS lum: -6; mcGAS lum: -9

What do the screens show for `O=S(=O)(c1ccc2c(c1)nc(SCc1ccc(OC(F)F)cc1)n2CCCN1CCOCC1)N1CCOCC1`?
NPYLR7 ag: 23; hcGAS lum: -8; mcGAS lum: -4

Results for COCC(=O)N1CCCC(N2CCN(c3ccccc3F)CC2)C1 (stereo unspecified) ?
NPYLR7 ag: 6; hcGAS lum: -4

What do the screens show for `CCCN(CCC)C(=O)Cc1csc(NC(=O)CN(CC(C)C)C(=O)c2ccccc2Cl)n1`?
NPYLR7 ag: -3; hcGAS lum: -6; mcGAS lum: -6

What do the screens show for `CN1CCOC(CNCc2c(Cl)nc3sccn23)C1` (stereo unspecified)?
NPYLR7 ag: 5; hcGAS lum: -5; mcGAS lum: -5

What do the screens show for `Cc1csc(CC(N)=S)n1`?
NPYLR7 ag: 6; hcGAS lum: 0

Results for O=C1Nc2ccccc2S(=O)(=O)N1c1ccc(Br)cc1 ?
NPYLR7 ag: -1; hcGAS lum: 7

Results for C=CCn1c(SC(C)c2cccc([N+](=O)[O-])c2)nnc1-c1ccoc1C (stereo unspecified) ?
NPYLR7 ag: 8; hcGAS lum: -6; mcGAS lum: -7

What do the screens show for `Cc1ccc(-n2nnc3c(SCc4ccccc4)ncnc32)cc1`?
NPYLR7 ag: 3; hcGAS lum: -3; mcGAS lum: -5

How did Clc1ccccc1Oc1cc(N2CCc3ccccc3C2)ncn1 do in these assays?
NPYLR7 ag: 7; hcGAS lum: -2; mcGAS lum: -4

How did Cc1cccc(N=Cc2nc(-c3ccc(Br)cc3)oc2O)c1 do in these assays?
NPYLR7 ag: -14; hcGAS lum: 4; mcGAS lum: 0
